Assay outcomes: PubChem, several laboratories
Lmaj promast – reduces viability of Leishmania major promastigotes. resazurin fluorescence viability. inhibition, % at 10 µM. 9% of 200,000 active. AID 1063; in the data active = inhibition above about 50%;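 note: promastigotes grown with compound for 44 hours at 28 °C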
PMI act – increases human mannose-6-phosphate isomerase activity | P34949 | purified human PMI, coupled resazurin fluorescence, 20 min; active compounds read high; 1 = vehicle control, 0 substrate-free wells | activation factor at 20 µM | 0.005% of 190,000 active | AID 1214;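 active = activation factor of 2 or more at 20 µM, relative to plate controls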
Target sequence (P34949 whole entry, looked up): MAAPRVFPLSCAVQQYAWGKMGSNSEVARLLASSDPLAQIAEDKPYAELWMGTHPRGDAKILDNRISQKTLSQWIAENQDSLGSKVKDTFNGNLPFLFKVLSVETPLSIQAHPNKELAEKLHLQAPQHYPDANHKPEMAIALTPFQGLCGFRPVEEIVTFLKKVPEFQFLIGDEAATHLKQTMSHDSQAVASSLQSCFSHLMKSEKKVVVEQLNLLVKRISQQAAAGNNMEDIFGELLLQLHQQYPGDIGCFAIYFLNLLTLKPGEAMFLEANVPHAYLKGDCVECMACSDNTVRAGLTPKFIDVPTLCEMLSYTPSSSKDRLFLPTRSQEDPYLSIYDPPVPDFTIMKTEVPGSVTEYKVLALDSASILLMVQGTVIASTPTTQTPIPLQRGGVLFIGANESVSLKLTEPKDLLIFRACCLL
TNAP inh no acc – inhibitors of human TNAP without phosphate acceptor. inhibition, % at 20 µM. 0.26% of 200,000 active. purified TNAP, CDP-star luminescence, 30 min. AID 1012;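 active = tissue-nonspecific alkaline phosphatase inhibition above about 50% at 20 µM in the single-dose screen, limit read from the data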;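 note: 0% = DMSO negative control and 100% = EDTA positive control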
Target sequence (P05186 whole entry, looked up): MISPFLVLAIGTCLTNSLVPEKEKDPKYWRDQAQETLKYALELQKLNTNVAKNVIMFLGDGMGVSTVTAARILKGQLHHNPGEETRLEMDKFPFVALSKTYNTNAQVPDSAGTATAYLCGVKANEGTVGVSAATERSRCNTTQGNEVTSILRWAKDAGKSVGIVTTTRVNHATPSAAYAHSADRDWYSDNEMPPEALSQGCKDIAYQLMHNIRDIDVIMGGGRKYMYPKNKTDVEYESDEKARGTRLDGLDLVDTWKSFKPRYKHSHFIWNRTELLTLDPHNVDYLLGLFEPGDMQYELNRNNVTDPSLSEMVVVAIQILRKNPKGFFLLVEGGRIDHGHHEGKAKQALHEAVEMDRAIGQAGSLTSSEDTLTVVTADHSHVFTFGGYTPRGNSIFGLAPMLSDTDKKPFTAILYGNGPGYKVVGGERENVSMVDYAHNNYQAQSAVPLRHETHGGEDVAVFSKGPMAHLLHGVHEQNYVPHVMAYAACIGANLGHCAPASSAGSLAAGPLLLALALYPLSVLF
S1P3 antag – S1P3 (human) receptor antagonism. Q99500. CHO S1P3 NFAT-BLA reporter, FRET fluorescence, antagonist mode. inhibition, % at 4.98 µM. 0.27% of 170,000 active. AID 485;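 active = inhibition above the plate cutoff, the mean inhibition of test wells on that plate plus 3 SD, cut at about 28% in these data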;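 note: cells challenged with S1P at its EC80 of 0.8 µM; blue over green emission ratio from cleaved BLA substrate after 4 h stimulation; 0% = S1P-stimulated wells and 100% = unstimulated DMSO-only wells; some compounds past the cut are filed as inactive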
PMI act hi M6P – activators of human phosphomannose isomerase at near-saturating mannose 6-phosphate; activation factor at 20 µM; coupled PMI enzyme assay, resazurin fluorescence, 20 min; active compounds read high; 1 = untreated enzyme, 0 = substrate-free blank; 0.34% of 190,000 active;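 active = activation factor of 2 or more at 20 µM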
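Material: human phosphomannose isomerase with PGI, G6PDH, diaphorase coupling enzymes. Quantity: 15 ng/mL PMI. Medium: HEPES pH 7.4 buffer with MgCl2 and Tween-20. Reagent: Near-saturating mannose-6-phosphate, 1.0 mM. Compound: 20 µM single dose. Times: enzyme reaction with compound 20 min at room temperature. Detection: resorufin fluorescence at Ex 544/Em 590 nm.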
Redox H2O2 prof – compounds producing H2O2 with reducing agent – biochemical, NIH compound library profiling, artefact control for MLSCN library redox annotation, primary screen; activation, % at 10 µM; DTT-dependent redox cycling H2O2, phenol red/HRP absorbance; 100% = 100 µM peroxide control, 0% = buffer; 0.03% of 200,000 active;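 active = activation of at least 50% relative to the plate's high and low controls in the primary single-dose screen; inactive = activation below 50%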;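 note: compound incubated with DTT at 0.8 mM final as the reducing agent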
TNAP inh hiacc – TNAP (human) inhibition, high acceptor | P05186 | purified TNAP, CDP-star luminescence, 1 M DEA | inhibition, % at 20 µM | 0.03% of 200,000 active;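 active = over 50% inhibition of tissue-nonspecific alkaline phosphatase at 20 µM in the single-dose screen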;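 note: plate controls were DMSO wells for no effect and EDTA-quenched wells as full inhibition for full effect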
Hsp70 act – transcriptional activators of Hsp70; HeLa Hsp70 promoter luciferase reporter, luminescence; scaled: vehicle 0, proteasome-inhibitor control 100%; activation, % at 10 µM; 0.04% of 200,000 active; AID 1203;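 active = activation above the mean across all tested compounds plus 3 SD, cutoff set per campaign, cut at about 5.5% in these data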;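 note: 100% = MG132 at 30 µM as the positive control and 0% = DMSO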
HMGR II inh – inhibitors of class II HMG-CoA reductase from Enterococcus faecalis. purified E. faecalis HMGR, NADPH absorbance 340 nm kinetic. inhibition, % at 10 µM. 0.41% of 190,000 active;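 active = inhibition above a set limit, the median over all tested compounds plus 3 SD, cut at about 9.5% in these data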;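 note: enzyme runs in reverse so mevalonate oxidation gives rising NADPH absorbance; 0% = complete reaction with DMSO and 100% = background rate lacking mevalonate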
RAM network inh – inhibitors of the yeast RAM network | S. cerevisiae dse1pr::URA3 reporter, 5-FOA growth OD615, 2 d; analog-sensitive cbk1-as2 kinase mutant strain | inhibition, % at 50 µM | 1.8% of 190,000 active;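 active = inhibition above a set limit, 3 SD over mean compound inhibition, cut at about 8.4% in these data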;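 note: 0% = DMSO-only wells with no growth and 100% = 10 µM 1-NA-PP1 full growth; inhibition rescues growth on 5-FOA so higher OD means more RAM inhibition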
An asterisk follows results filed as active; . = not tested or not shown. This is a random part of the collection; 12% or so of the library scored in one or more.

SMILES | Lmaj promast | PMI act | TNAP inh no acc | S1P3 antag | PMI act hi M6P | Redox H2O2 prof | TNAP inh hiacc | Hsp70 act | HMGR II inh | RAM network inh
CCOc1ccc(NC(=O)COC(=O)c2ccc3c(c2)C(=O)N(CCc2ccccc2)C3=O)cc1 | 1 | 1 | 10 | 4 | 1 | 0.6 | -4 | -0.2 | -1 | 4.4
CCOC(=O)c1[nH]c2ccccc2c1NC(=O)c1ccc(S(=O)(=O)N2CCCCC2)cc1 | 2 | 1 | -1 | 2 | 1 | 0.8 | 1 | -0.3 | -12 | 2.2
O=S1(=O)CCC(NC(=S)SCCOc2ccccc2)C1 (stereo unspecified) | 92* | 0.9 | 48 | -2 | 1 | 1.0 | 6 | 0.0 | 1 | -0.1
CC(=O)Nc1cc(-c2ccc(Cl)cc2)nn1-c1ccccc1 | 3 | 1 | -12 | . | 1 | 0.4 | -3 | 0.3 | 0 | 2.8
COc1ccc(NC(=O)N2CCCC(CCC(=O)N(C)CCc3ccccn3)C2)cc1 (stereo unspecified) | -4 | . | -6 | 0 | . | 7.5 | -6 | 0.1 | -4 | 0.4
Cc1ccccc1Oc1ncnc2sccc12 | -6 | 1 | -13 | . | 1 | -1.6 | -4 | -0.4 | 3 | 0.6
O=C(COC(=O)c1ccc(O)cc1)Nc1cc(C(F)(F)F)ccc1Cl | -4 | 1 | -6 | 0 | 1 | 0.2 | -2 | -0.4 | -1 | 1.4
Cc1ccc2c(c1)c1c(n2CC(O)Cn2nc(C)c(Br)c2C)C(=O)CCC1 (stereo unspecified) | 2 | 0.9 | -10 | 1 | 0.9 | -1.0 | 0 | -0.4 | -6 | 5.3
Cc1nc2c(C(=O)N3CCCCC3)cnn2c(C)c1Cc1ccccc1F | 12 | 1.1 | -6 | . | 1.1 | 4.7 | -6 | -0.1 | -2 | -1.9
CSc1nc(N2CCN(CCO)CC2)c2sc3nc(-c4ccco4)c4c(c3c2n1)CCC4 | . | 1 | -6 | . | 0.9 | . | 1 | . | . | .

Molecules listed so far with sulfur (4):
SMILES | Lmaj promast | PMI act | TNAP inh no acc | S1P3 antag | PMI act hi M6P | Redox H2O2 prof | TNAP inh hiacc | Hsp70 act | HMGR II inh | RAM network inh
CCOC(=O)c1[nH]c2ccccc2c1NC(=O)c1ccc(S(=O)(=O)N2CCCCC2)cc1 | 2 | 1 | -1 | 2 | 1 | 0.8 | 1 | -0.3 | -12 | 2.2
O=S1(=O)CCC(NC(=S)SCCOc2ccccc2)C1 (stereo unspecified) | 92* | 0.9 | 48 | -2 | 1 | 1.0 | 6 | 0.0 | 1 | -0.1
Cc1ccccc1Oc1ncnc2sccc12 | -6 | 1 | -13 | . | 1 | -1.6 | -4 | -0.4 | 3 | 0.6
CSc1nc(N2CCN(CCO)CC2)c2sc3nc(-c4ccco4)c4c(c3c2n1)CCC4 | . | 1 | -6 | . | 0.9 | . | 1 | . | . | .

(further entries)
SMILES | Lmaj promast | PMI act | TNAP inh no acc | S1P3 antag | PMI act hi M6P | Redox H2O2 prof | TNAP inh hiacc | Hsp70 act | HMGR II inh | RAM network inh
COc1cccc(C(=O)N2CCN(S(=O)(=O)Cc3ccccc3)CC2)c1 | -7 | 1 | -9 | 19 | 0.9 | 1.7 | -4 | -0.2 | -3 | 0.1
COC(=O)CNC(=O)C1(C)C=CCN1C(=O)c1ccccc1 (stereo unspecified) | -4 | 1.1 | -2 | 3 | 1.1 | 0.5 | -2 | 0.6 | 3 | -0.7
Cc1ccc(C(=O)N/N=C\C=C\c2ccc(Br)cc2)cn1 | 7 | 1.1 | -5 | 10 | 1.1 | -0.2 | 1 | -0.5 | -4 | 0.6
CCOC(=O)c1sc2nc(NC(=O)C3CC3)sc2c1C | 2 | 0.9 | -15 | -11 | 0.9 | -2.5 | -6 | 0.4 | 5 | 2.3
Cc1ccc(OC(=O)CCC(=O)Nc2ccc(S(=O)(=O)Nc3cc(C)on3)cc2)cc1 | -6 | 1.1 | -7 | -31 | 1.1 | 0.5 | -1 | -0.3 | 1 | 1.3
Cc1nn(C)c(C)c1S(=O)(=O)N1CCC(C(=O)NC2CCCCCC2)CC1 | -7 | 0.9 | -2 | -24 | 1 | -2.5 | 0 | -0.3 | 0 | 1.9
Cn1cccc1Cc1nnc(SCC(=O)NC2CCCC2)n1-c1ccc(F)cc1 | 1 | 1 | -14 | -43 | 1 | -3.8 | -3 | -0.4 | 2 | 0.6
CCc1cc2c(=O)c(-c3nc4ccccc4n3C)c(COCC(=O)O)oc2cc1O | 0 | 1 | 1 | 31 | 1 | 0.6 | -2 | -0.4 | -3 | 2.0
CCOC(=O)/C(C#N)=N\Nc1ccc(S(=O)(=O)Nc2nc(C)cc(C)n2)cc1 | -7 | 1.2 | -3 | 14 | 1.2 | -0.1 | 2 | -0.2 | -3 | 0.8
O=C(CSc1nnnn1-c1ccccc1)N1CCCc2ccccc21 | 13 | 0.9 | 2 | . | 1 | 0.5 | 1 | -0.5 | -1 | 0.5
CCOc1ccc(NC(=S)NC2CC3CCC(C2)N3Cc2ccco2)cc1 (stereo unspecified) | 68* | 1 | -6 | 0 | 1 | -1.9 | -1 | 0.4 | -3 | 0.4
COC(=O)C1(C)NC(c2ccco2)C2C(=O)N(c3ccc(C)cc3)C(=O)C21 (stereo unspecified) | 3 | 1 | -8 | -16 | 1.1 | 0.8 | -8 | 0.0 | -2 | 0.3
C/C(CCc1ccccc1)=N/NC(=O)C(=O)NCc1ccccc1 | -2 | 0.9 | -4 | -19 | 0.9 | -0.3 | -3 | 0.4 | -3 | -0.8
Cc1cc(NC(=O)CC#N)n(-c2ccccc2)n1 | -5 | 1.1 | -8 | -15 | 1.1 | -0.2 | -6 | -0.1 | -3 | 1.4
CCCc1nc(SCC(=O)c2ccccc2)c2c(=O)n(C)c(=O)n(C)c2n1 | 19 | 0.8 | -11 | . | 0.9 | -0.5 | -3 | 0.4 | -5 | 6.8
O=C(COC(=O)CCc1c[nH]c2ccccc12)Nc1cc([N+](=O)[O-])ccc1Cl | 1 | 0.9 | 1 | -9 | 0.9 | -0.3 | -4 | -0.6 | 1 | 4.6
O=C(O)C1CCCN1S(=O)(=O)c1ccc2[nH]c(=O)c(=O)[nH]c2c1 (stereo unspecified) | -3 | 1 | -18 | -35 | 1 | 2.7 | -4 | 0.1 | -2 | 1.2
CC(=O)Nc1ccc(S(=O)(=O)Oc2ccc(/C=C3\SC(N)=NC3=O)cc2)cc1 | 2 | 0.9 | -3 | -8 | 0.9 | 2.9 | 1 | -0.5 | -2 | 2.8
O=C(Cc1cccc(C(F)(F)F)c1)NCc1ccc(Cl)cc1Cl | 7 | 0.9 | 3 | -10 | 1 | 0.7 | 6 | -0.2 | 0 | 1.3
C/C(=N\NC(=O)CCCNc1ccccc1)c1ccncc1 | -5 | 0.9 | -9 | -7 | 0.9 | -0.6 | -3 | -0.4 | -3 | 2.2
CCn1cc(CNC(=O)CCc2nnc(CCC3CCCCC3)o2)cn1 | -6 | . | -5 | -21 | . | 0.3 | -1 | -0.2 | -4 | 0.5
Cc1cccc(NS(=O)(=O)c2cc(OCC(N)=O)c(C)cc2Cl)c1 | -5 | 0.9 | -9 | . | 0.9 | 3.2 | -2 | 0.1 | -4 | 2.4
CC(=O)c1c(C)[nH]c(C(=O)OCC(=O)N2c3ccccc3NC(=O)C2(C)C)c1C | 56* | 1 | -21 | 0 | 0.9 | 0.3 | -1 | -0.4 | -3 | -0.3
CCC(C)(C(=O)NC1CCCC1)N(C)C(=O)c1ccccn1 (stereo unspecified) | -2 | 1.1 | -11 | -15 | 1.1 | -1.0 | -6 | -0.1 | -8 | 0.5
O=C(N/N=C/c1cccc(F)c1)c1csc2c1CCCC2 | 11 | 1.1 | 0 | . | 1.1 | 18 | -2 | 0.0 | -3 | 1.0
CCCCCN(C(=O)NC(=O)Nc1nncs1)S(C)(=O)=O | -6 | 1 | -8 | -5 | 0.9 | -0.6 | -7 | 0.5 | 0 | 2.0
NC(=O)C1CCN(C(=O)c2cc3ccccn3n2)CC1 | -4 | 1 | -12 | -3 | 1 | 0.0 | 0 | 0.0 | 1 | 0.3
CC(=O)c1c(N2CCN(Cc3ccccc3)CC2)nc(=S)n(-c2ccccc2)c1C | -8 | 1.6 | -10 | -19 | 2.1* | -0.7 | -2 | 0.1 | -8 | 0.0
Cc1sc(NC(=O)c2ccco2)c(C(Nc2ccccn2)c2ccccc2)c1C (stereo unspecified) | 41 | 0.8 | -11 | -6 | 0.9 | 0.7 | -1 | -0.3 | -9 | 0.6
Cc1cc(N(C)C)c(C#N)c(=O)[nH]1 | -6 | 1 | -14 | -27 | 1 | -1.3 | -5 | 0.1 | -1 | 0.5
Cc1cc(=O)[nH]c2n[nH]c(-c3ccccc3)c12 | -5 | 1 | 3 | -24 | 0.9 | -0.1 | -7 | -0.4 | -1 | 0.4
Cn1c(SCc2ccc(Cl)cc2)nc(C(F)(F)F)cc1=O | -1 | 1 | 4 | . | 1.1 | 0.5 | -8 | 0.0 | -2 | 4.0
Cc1ccc(C(=O)CC(=O)c2cc(Cl)ccc2O)cc1 | 99* | 1.1 | -11 | . | 1.1 | 0.4 | -6 | 0.2 | 2 | 10*
O=C(O)c1cccc(NC(=S)NCc2ccccc2)c1 | -4 | 1 | -7 | -14 | 1.1 | -0.8 | -6 | -0.3 | -5 | 1.3
COC(=O)CC1SC(=O)NC1=O (stereo unspecified) | -1 | 1 | -10 | . | 1 | 0.1 | -6 | -0.1 | -4 | 0.1
CCCCn1c(O)c(C(CC)=Nc2ccc3c(c2)CCC3)c(=O)[nH]c1=O | 16 | 0.9 | 8 | -9 | 0.8 | -0.4 | -10 | -0.3 | -3 | 0.5
c1ccc(-c2ccc(C3=Nn4c(Cn5nnc6ccccc65)nnc4SC3)cc2)cc1 | 8 | 0.5 | -14 | . | 0.9 | -5.2 | -6 | -0.1 | 1 | 3.5
O=C(Cn1c(=O)oc2ccccc21)N1CCOCC1 | -2 | 1.1 | 2 | -3 | 1 | 0.8 | -2 | -0.2 | 5 | -0.2
Cc1cc(N2CCOCC2)n2nc(C)c(-c3ccccc3)c2n1 | -3 | 1 | -5 | 14 | 0.9 | -0.6 | -9 | -0.1 | 1 | 0.5
CCc1ccc(-c2nc(CSCC(=O)NCc3ccco3)c(C)o2)cc1 | 19 | 0.9 | -16 | -10 | 0.9 | -0.4 | -3 | -0.3 | -5 | -0.4
CSc1ccc(C(=O)C2CCCN(C(=O)c3cc4cc(F)ccc4[nH]3)C2)cc1 (stereo unspecified) | -9 | 0.9 | -10 | 3 | 0.9 | 0.1 | -5 | -0.1 | 0 | 2.8

Ordered by value in Hsp70 act (falling): some entries from above
mol	Hsp70 act
CSc1ccc(C(=O)C2CCCN(C(=O)c3cc4cc(F)ccc4[nH]3)C2)cc1 (stereo unspecified)	-0.1
O=C(Cn1c(=O)oc2ccccc21)N1CCOCC1	-0.2
O=C(O)c1cccc(NC(=S)NCc2ccccc2)c1	-0.3
